aSyn rescue: inhibitors of alpha-synuclein toxicity in yeast. Yeast expressing alpha-synuclein, growth rescue, BacTiter-Glo, 24 h. Potency, µM (highest dose often 46.1 µM), without a hit: at the highest dose growth rescue (activation), actives largely listed as activators. 370,000 tested, 0.14% active; note: potency is the fitted concentration of half-maximal effect; % of control where 0% means no effect; nearly all actives have a fitted effect of over 65% in size
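Screening used galactose-induced yeast with toxic alpha-synuclein levels, exposed to compound for 24 hr at 30 deg C. Cell growth, read with BacTiter-Glo luminescence, gave the measured signal.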
GLP1R cytotox: cytotoxicity in counter-screen for GLP-1R inverse agonists; HEK293 cAMP-luciferase reporter cells, luminescence, 24 h; Potency, µM (series often up to 38.3 µM), inactives show at the highest dose activity change, negative = inhibition, hits mostly inhibitors; 410,000 tested, 0.13% active; AID 624418;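 note: loss of luciferase light is scored as toxicity; potency is the fitted concentration of half-maximal effect; % is set by controls: 0 for no effect and ±100 for the full control effect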
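Compound-treated cells are incubated 24 hr at 37 deg C under 5% CO2 after a 12 hour attachment period, then luciferase detection reagent is added and luminescence is measured following 12 min at room temperature; lowered signal indicates toxicity.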
TDP43 rescue: rescues yeast growth from TDP-43 toxicity; TDP-43 expressing yeast growth rescue, BacTiter-Glo, 24 h; Potency, µM (top dose mostly 46.1 µM), without a hit: top-dose growth rescue (activation), hits mostly activators; 410,000 tested, 1.8% active; note: potency is the fitted concentration of half-maximal effect; % of control where 0% means no effect; nearly all actives have a fitted effect of over 50% in size
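Readout is BacTiter-Glo luminescence of cell growth, so inhibitors register as activators. TDP-43-expressing yeast at OD600=0.02 in galactose medium, after raffinose pregrowth to mid-log, were incubated with compound for 24 hr at 30 deg C.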
Akt phos inh: Akt phosphorylation inhibition; Neuro2A IGF-stimulated pAkt S473 HTRF, 20 min; active compounds read low; activity change, % for hits at 50 µM; 360,000 tested, 0.32% active; AID 651550; in the data active = activity change below about -80%; inconclusive = mostly about -51% to -80%; note: % is set by controls: 0 for no effect and ±100 for the full control effect
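Single-point screen (50 µM final compound) in Neuro2A cells stimulated 20 min with 6 nM IGF at 37 deg C. After lysis, Ser473-phosphorylated Akt read by HTRF (ex 330 nm, em 615/665 nm) as the 665/615 ratio.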
FUS suppressor: suppressors of FUS proteinopathy in yeast; Potency, µM (top dose mostly 76.6 µM), inactives show top-dose growth rescue (activation), usual class: activators; AID 1347120; S. cerevisiae FUS-expressing, growth rescue, OD600, 24 h; 390,000 tested, 0.24% active;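 note: potency is the fitted concentration of half-maximal effect; plate controls were DMSO vehicle for no effect and reference control for full effect; nearly all actives have a fitted effect of over 55% in size; some results filed as inactive show a strong effect at the top dose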
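Read-out: OD at 600 nm after 24hr at 30C, reporting rescue of FUS-induced yeast toxicity. Cells at OD 0.005 in galactose (2%) minimal medium; compounds tested in a dilution series; CP55940 titration from 92uM final as control.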
PTHR1 agonist: agonists of human PTHR1 parathyroid hormone receptor | 410,000 tested, 0.075% active | Potency, µM (top dose mostly 115 µM), for the others: at the highest dose activation, hits mostly activators | HEK293 GP2 PTHR1 cells, GloSensor cAMP luminescence, 1 h | AID 743266; note: potency is the fitted concentration of half-maximal effect; nearly all actives have a fitted effect of over 55% in size; some results filed as inactive show a strong effect at the top dose; inactives centre near -15; many of its hits are not listed in these tables
Target sequence (Q03431 whole entry, looked up): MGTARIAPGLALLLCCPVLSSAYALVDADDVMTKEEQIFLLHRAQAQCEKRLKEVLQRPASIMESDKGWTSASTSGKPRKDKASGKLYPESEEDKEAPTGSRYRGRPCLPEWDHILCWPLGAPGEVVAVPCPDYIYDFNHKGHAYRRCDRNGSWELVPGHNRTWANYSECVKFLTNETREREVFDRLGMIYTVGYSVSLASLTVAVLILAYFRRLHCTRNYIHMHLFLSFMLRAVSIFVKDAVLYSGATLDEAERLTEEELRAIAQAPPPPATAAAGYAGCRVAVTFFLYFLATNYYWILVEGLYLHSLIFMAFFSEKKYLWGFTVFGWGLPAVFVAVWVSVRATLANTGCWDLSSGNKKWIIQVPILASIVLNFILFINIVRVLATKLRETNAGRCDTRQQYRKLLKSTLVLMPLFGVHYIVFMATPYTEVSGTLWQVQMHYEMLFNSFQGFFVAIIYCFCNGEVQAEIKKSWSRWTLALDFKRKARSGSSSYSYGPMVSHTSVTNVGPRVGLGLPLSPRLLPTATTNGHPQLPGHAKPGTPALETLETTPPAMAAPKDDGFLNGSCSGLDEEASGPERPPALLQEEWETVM
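HEK-293-derived GP2 cells expressing PTHR1 and a GloSensor cAMP reporter, 3,000/well, plated overnight, given luciferin plus IBMX (each 0.5 mM as added) for 1 h at 37 °C, then compound for 1 h at 37 °C. Luminescence was read after 15 min at room temperature.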
Abeta yeast res: restores growth of yeast expressing A-beta42 peptide | yeast expressing A-beta42, growth rescue, OD600, 48 h; response scale: 0% DMSO, 100% iron-clioquinol control | Potency, µM (top dose mostly 46.1 µM), inactives show at the top dose growth rescue, usual class: activators | 410,000 tested, 0.063% active; note: potency is the fitted concentration of half-maximal effect; nearly all actives have a fitted effect of over 55% in size
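Growth rescue measured by 600 nm absorbance after 48 h yeast culture at 30 C with compound. Values normalized between DMSO and an equimolar ferric chloride plus clioquinol control.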
Mm-Cpn inhibitor: M. maripaludis TRiC chaperonin inhibition; purified Mm-Cpn ATPase, ADP Transcreener TR-FRET; Potency, µM (titrated, usually from 76.9 µM), for the others: at the highest dose activity, negative = inhibition, hits mostly inhibitors; 330,000 tested, 0.031% active; AID 504842; note: potency is the fitted concentration of half-maximal effect; % is set by controls: 0 for no effect and ±100 for the full control effect; nearly all actives have a fitted effect of over 80% in size
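TR-FRET (320 nm excitation; 590 and 665 nm emission) reports ADP made from 10 uM ATP by 25 nM enzyme; compounds were preincubated 10 min, reaction run 30 min, both at 37°C.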
GLP1R inv ag: GLP-1 receptor (human) inverse agonism. 410,000 tested, 1.6% active. HEK293 GLP-1R CRE-luciferase, luminescence, 24 h; GLP-1R form is constitutively active. AID 624417. P43220. Potency, µM (doses to about 38.3 µM), inactives show at the top dose activity change, negative = inhibition, hits mostly inhibitors; note: potency is the fitted concentration of half-maximal effect; % is set by controls: 0 for no effect and ±100 for the full control effect; nearly all actives have a fitted effect of over 55% in size
Target sequence (P43220 whole entry, looked up): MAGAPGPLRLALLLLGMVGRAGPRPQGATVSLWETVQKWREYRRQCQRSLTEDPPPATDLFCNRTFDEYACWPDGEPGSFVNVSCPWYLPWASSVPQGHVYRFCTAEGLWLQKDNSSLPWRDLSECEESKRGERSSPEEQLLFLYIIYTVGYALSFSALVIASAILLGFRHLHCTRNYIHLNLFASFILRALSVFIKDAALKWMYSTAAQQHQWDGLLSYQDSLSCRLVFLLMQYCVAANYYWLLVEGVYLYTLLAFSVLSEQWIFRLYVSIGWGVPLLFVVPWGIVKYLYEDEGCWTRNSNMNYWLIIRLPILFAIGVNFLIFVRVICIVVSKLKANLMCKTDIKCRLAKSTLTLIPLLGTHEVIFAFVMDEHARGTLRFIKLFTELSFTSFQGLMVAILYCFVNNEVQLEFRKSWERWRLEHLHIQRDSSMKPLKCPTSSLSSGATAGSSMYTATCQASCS
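Assay principle: reduced luminescence from a cAMP-responsive reporter in HEK293 cells co-expressing a constitutively active GLP-1R. Conditions: 24 hr compound incubation, 37 deg C, 5% CO2.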
* = called active by the depositor; i = inactive; u = inconclusive; x = not tested or not shown; & = joins results of further samples; [ ] = another dose, or the depositor's remark. Unless noted, calls come from the whole dose curve; as a rule, active = well fitted curve in the direction sought with a large enough effect; inconclusive = small, poorly fitted or top-dose-only effect, or another doubt; inactive = no such curve, though single readings can be large; an effect the other way counts as inactive or inconclusive.

SMILES	aSyn rescue	GLP1R cytotox	TDP43 rescue	Akt phos inh	FUS suppressor	PTHR1 agonist	Abeta yeast res	Mm-Cpn inhibitor	GLP1R inv ag
O=C(CN1C(=O)CCC1=O)Nc1cccc(NC(=O)CN2C(=O)CCC2=O)c1	-11.8%	-4.2%	20.8%	i	-48.4%	-13.7%	3.0%	1.2%	13.2%
Cc1ccc(C)c2[nH]c(=O)c(CN(CC3CCCO3)S(=O)(=O)c3ccc4c(c3)OCCO4)cc12 (stereo not drawn)	4.7%	-18.4%	-10.6%	i	0.9%	-7.7%[57.5 µM]	9.1%	0.2%	-6.9%
CCN(CC)C(=O)/C(NC(=O)c1ccccc1)=C(/Sc1ncccn1)c1ccccc1	4.8%	15.5%	11.8%	i	-24.9%	-13.0%	-1.7%	-0.1%	0.4%
CS(=O)(=O)N(CC(=O)NCc1ccco1)c1ccc(OCc2ccccc2)cc1	1.0%	0.7%	-1.7%	i	11.6%	i	7.1%	0.2%	-29.8%
Cn1c(=O)c(=O)n(C)c2cc(N3CCOCC3)c(NS(=O)(=O)c3ccc(Cl)cc3)cc21	x	-12.7%	0.1%	x	7.9%	i	-20.4%	x	-2.9%
CCOC(=O)N1CCN(C(=O)c2ccc(NS(C)(=O)=O)cc2)CC1	1.1%	12.1%	-2.5%	i	x	-13.2%	24.4%	-0.2%	-0.6%
O=C(O)CCn1c(=S)n(CCC(=O)O)c2ccccc21	0.9%	-18.1%	0.5%	i	-28.9%	i	7.8%	-1.8%	6.7%
CCS(=O)(=O)N1CCCC(C(=O)NCc2ccc(C)cc2)C1 (stereo not drawn)	-4.9%	0.1%	13.4%	i	9.6%	i	9.4%	2.0%	13.1%
Cc1ccccc1C(=O)N1CCC(C(=O)Nc2nc3ccc(F)cc3s2)CC1	-1.4%	-5.1%	u	i	18.3%	-35.1%[inhibitor]	u	3.0%	10µM*
Cc1ccccc1S(=O)(=O)N1C[C@H]2CON(C)[C@H]2C[C@H]1c1cccc(-c2ccccc2)c1	8.9%	-1.0%	4.9%	i	u	i	2.2%	x	u
O=C(N/N=C/c1c(O)n(-c2ccc(Cl)cn2)c(=O)c2ccccc12)C1CC1	9.1%	14.8%	8.4%	i	28.3%	i	-6.9%	-6.0%	-16.5%
Cc1noc2ncnc(NCc3ccccc3Cl)c12	x	-5.3%	u	x	-37.4%	-76.2%[inhibitor]	-5.4%	x	-26.6%
COc1ccc(NC(C)=O)cc1NC(=O)CN1CCN(c2ccc(F)cc2)CC1	x	-4.9%	9.7%	x	-13.2%	-8.3%	-4.8%	x	2.5%
Cc1ccc(S(=O)(=O)NC(CC(C)C)C(=O)N2CCOCCOCCOCCOCC2)cc1 (stereo not drawn)	1.7%	-5.1%	-19.6%	i	6.7%	-1.8%	-10.3%	1.4%	-0.1%
Cc1ccc(S(=O)(=O)N2CCC(C(=O)N/N=C/c3ccncc3)CC2)cc1	-1.1%	-2.1%	-5.8%	i	-19.6%	-12.6%	1.6%	1.5%	0.9%
COc1ccc(-c2cccc(C(=O)NCC(=O)O)c2)cc1	-1.5%	-6.3%	-9.0%	i	29.6%	i	-17.0%	-1.4%	7.6%
Clc1ccccc1N1CCN(c2ncnc3c2c(-c2ccccc2)cn3-c2ccccc2)CC1	x	-2.0%	14.1%	x	6.0%	0.1%	4.7%	x	7.3%
CC(NC(=O)c1ccc2c(c1)N(Cc1cccc(F)c1)C(=O)c1ccccc1S2)c1ccccc1 (stereo not drawn)	x	6.5%	u	x	25.5%	-11.0%	8.3%	x	u
COc1ccc(C)cc1S(=O)(=O)N1CCN(C(=O)c2ncoc2-c2ccccc2F)CC1	6.6%	20.2%	10.2%	i	7.8%	i	-11.4%	2.3%	6.2%
FC(F)(F)c1ccccc1NC(=S)N1CCN(Cc2ccc3c(c2)OCO3)CC1	-0.4%	-13.0%	0.0%	i	-21.4%	-59.3%[inhibitor]	-15.2%	-2.2%	u
CC(OC(=O)c1cc(S(=O)(=O)N2CCOCC2)ccc1F)C(=O)NCC1CCCCC1 (stereo not drawn)	-5.7%	5.9%	-19.3%	i	33.8%	-18.3%	-2.2%	0.4%	-21.2%
COc1ccc(C(C(=O)NC2CCCCC2)N(CC2CCCO2)C(=O)CCCC(=O)Nc2ccccn2)cc1 (stereo not drawn)	3.7%	-6.6%	1.3%	i	21.7%	i	5.1%	0.0%	17.0%
O=C(NN=Cc1ccc(N2CCOCC2)s1)c1ccc([N+](=O)[O-])cc1	-9.2%	-11.2%	4.8%	i	-6.3%	-35.5%	0.5%	-2.6%	-3.3%
CCOc1ccc(NC(=O)C(CC(=O)O)Cc2ccccc2)cc1 (stereo not drawn)	1.3%	-11.2%	7.8%	i	-0.4%	-16.4%	-13.9%	-0.8%	14.0%
CC(=O)N1N=C2c3ccccc3CCC2C1c1ccc(F)cc1 (stereo not drawn)	3.8%	10.0%	u	i	10.5%	i	10.6%	0.4%	u

Other records follow:
SMILES	aSyn rescue	GLP1R cytotox	TDP43 rescue	Akt phos inh	FUS suppressor	PTHR1 agonist	Abeta yeast res	Mm-Cpn inhibitor	GLP1R inv ag
COc1cc(CNc2ccc3[nH]c(=O)[nH]c3c2)cc(Br)c1OCc1ccc(F)cc1	-3.0%	-8.0%&-10.6%	4.0%	i	22.6%&6.3%	-9.1%	-15.5%&-17.6%	0.3%	16.8%&-15.8%
O=S(=O)(c1ccc(F)c(F)c1)N1CCN(c2ncccn2)CC1	0.1%	-6.3%	12.8%	i	-13.5%	i	20.1%	-0.6%	2.0%
NNC(=O)c1ccc2c(c1)S(=O)(=O)NNC2=O	-5.5%	17.9%	1.7%	i	-7.2%	-13.3%	-18.0%	0.5%	1.8%
CC(C)(C)NC(=O)CC1C[C@H](C(=O)N2CCOCC2)[C@@]2(C)c3[nH]c4ccccc4c3CCN2C1=O (stereo partly drawn)	-1.7%	-4.6%	0.3%	i	-17.9%	-5.2%	-11.5%	-1.4%	14.0%
COc1cccc(C(=O)CSc2nnc(CNS(=O)(=O)c3ccc(C)cc3)n2C)c1	-4.2%	7.8%	-8.7%	i	x	-19.2%	0.0%	-0.6%	-3.2%
Cc1ccc(C(=O)N2CCN(C)CC2)cc1S(=O)(=O)N1CCOCC1	-8.3%	4.2%	-15.6%	i	x	u	-14.3%	2.0%	16.6%
CCC(C)(C)NC(=O)C(c1ccc(OC)cc1)N(C(=O)CCC(=O)Nc1cc(C)on1)c1ccccc1OC (stereo not drawn)	2.5%	-17.5%	8.1%	i	14.3%	-16.9%	11.2%	1.8%	-2.8%
CC1=CC(C)(C)Nc2ccc(OC(=O)C(Cc3ccccc3)N3C(=O)C4CCCCC4C3=O)cc21 (stereo not drawn)	7.4%	-6.7%	2.6%	i	34.7%	-14.3%[57.5 µM]	22.5%	-1.9%	u
Cc1cc(C)n2c(Nc3c(C)cccc3C)c(CCc3ccccc3)nc2n1	1.2%	-15.5%	19.3%	i	23.9%	i	2.4%	x	-31.1%
COC(=O)c1cc(=O)c2c([N+](=O)[O-])ccc(OC)c2o1	-6.7%	3.4%	3.8%	i	-4.5%	i	0.4%	5.0%	1.7%
O=C(COC(=O)c1ccccc1F)NC(=O)NC1CCCC1	-0.7%[1.84 µM]	16.1%	-5.9%	i	15.9%	i	0.2%	0.0%	9.3%
COc1ccc(-c2c(C)nn3c(-c4ccccc4)cc(-c4ccccc4)nc23)cc1OC	0.9%	2.7%	10.3%	x	-15.9%	-24.9%	-2.6%	x	2.1%
COc1ccc(NC(=O)C2CCCN(S(=O)(=O)c3cccc4nonc34)C2)c(OC)c1 (stereo not drawn)	-4.7%	-3.8%	13.9%	i	7.0%	i	9.0%	2.0%	0.7%
CCOc1cc(S(=O)(=O)N2CCC(c3nc4ccccc4s3)CC2)c(OCC)cc1S(=O)(=O)N1CCCCC1	2.1%	-35.3%	-11.4%	i	-31.1%	-2.1%[57.5 µM]	14.5%	-2.3%	-2.2%
CC1=NN(c2nc(-c3ccc(C)cc3)cs2)C(=O)C1N=Nc1cccc(O)c1 (stereo not drawn)	-0.4%	-14.6%	-5.5%	i	52.0%	-11.6%	12.7%	-2.2%	-23.6%
CC(=O)NC(c1cccc(F)c1)c1nc(-c2ccccc2)cs1 (stereo not drawn)	5.2%	4.2%	u	i	-7.2%	i	-4.6%	x	4.6%
COc1ccc(C)cc1NC(=O)c1nnn(Cc2cccc(Br)c2)c1N	x	-6.2%	7.6%	x	0.3%	-17.8%	-22.5%	x	u
CCOC(=O)c1ccccc1NS(=O)(=O)c1ccccc1F	-10.8%	5.4%	-25.6%	i	u	25.1%	-16.9%	1.5%	u
Cn1nc(-c2ccccc2)c(-c2nc(-c3cccc(C(F)(F)F)c3)no2)c1Cl	-1.1%	5.2%	-9.6%	i	7.1%	i	2.0%	2.2%	-1.2%
COC(=O)c1ccc2[nH]c(C3(O)CCCCC3)c(C)c2c1	-12.0%	-17.6%	17.8µM*	i	18.6%	-47.5%[inhibitor]	22.3%	-0.3%	u

Structural class: the compounds so far containing two or more sulfur atoms
SMILES	aSyn rescue	GLP1R cytotox	TDP43 rescue	Akt phos inh	FUS suppressor	PTHR1 agonist	Abeta yeast res	Mm-Cpn inhibitor	GLP1R inv ag
COc1cccc(C(=O)CSc2nnc(CNS(=O)(=O)c3ccc(C)cc3)n2C)c1	-4.2%	7.8%	-8.7%	i	x	-19.2%	0.0%	-0.6%	-3.2%
CCOc1cc(S(=O)(=O)N2CCC(c3nc4ccccc4s3)CC2)c(OCC)cc1S(=O)(=O)N1CCCCC1	2.1%	-35.3%	-11.4%	i	-31.1%	-2.1%[57.5 µM]	14.5%	-2.3%	-2.2%

Assay outcomes as filed in PubChem BioAssay.

This is a subset; the hit share may differ from the screen's.
